Bioassay records from PubChem.
TTR transcr act – TTR transcription activators in neuroblastoma reporter cells, primary screen, cell-based, luminescence, SH-SY5Y, TTR promoter Gaussia luciferase; 1.3% of 92,000 active; activation, % at 16.7 µM; AID 1117267, 2014; 100% = recombinant luciferase protein wells;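 active = activation above the mean of all tested compounds plus 3 SD, cut at about 9.5% in these data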;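 note: cells exposed to compounds for one day before reading; 0% = median of all test compound wells on the plate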
An asterisk follows results filed as active.

TTR transcr act	smiles
-0.8	CCC1CCCCN1C(=O)CSc1nc(N)cc(=O)[nH]1 (stereo not drawn)
1.4	CCN(CC)S(=O)(=O)c1ccc(C2=NOC3(C2)N(C)c2ccccc2C3(C)C)cc1 (stereo not drawn)
2.4	COCCn1c(C)cc(C2=NNC(=NC3CC3)SC2)c1C
0.4	CSc1ccc(/C=N/N2CCN(Cc3ccccc3Cl)CC2)cc1
0.0	Cc1ccc([C@@H]2[C@@H]3C(=O)N(c4ccccc4)C(=O)[C@@H]3[C@]3(Cc4ccccc4)C(=O)N(CC4CC4)CC(=O)N23)o1
-1.5	O=C(CCc1ccccc1)NN1C(=O)C2C3C=CC(C3)C2C1=O (stereo not drawn)
0.8	COC(=O)C1=C(C)N(Cc2ccco2)C(=O)/C1=C\c1ccc([N+](=O)[O-])cc1
-1.8	Cc1c(C=C(C#N)c2ccc([N+](=O)[O-])cc2)c(=O)n(-c2ccccc2)n1C
-3.1	COc1ccc(-c2nn(CCC(=O)O)cc2/C=C2\SC(N)=NC2=O)cc1
-0.2	COc1ccc(C2C(C(=O)Nc3cccc(OC)c3)c3ccccc3C(=O)N2C)cc1 (stereo not drawn)
-8.1	COc1ccc(C2=Nn3c(nnc3-c3ccccc3Cl)SC2)cc1OCC1CC1
0.9	Nc1[nH]c2cc(C(F)(F)F)ccc2c1C(=O)NC1CCCCC1
-0.4	O=C(c1ccccc1)N1CCOC(O)(c2ccccc2)C1c1ccccc1 (stereo not drawn)
-1.8	CCOC(=O)C1=NN(c2ccccc2)C2C(=O)N(c3ccccc3OC)C(=O)C12 (stereo not drawn)
4.3	O=S1(=O)C=CC(N2CCOCC2)C1 (stereo not drawn)
-1.6	O=C(Cc1ccccc1)NCCS(=O)(=O)N1CCN(c2cccc(Cl)c2)CC1
0.1	O=C1/C(=C/c2ccccc2)Nc2ccccc21
1.4	COc1cccc(OC)c1C(=O)N1CC(C)OC(C)C1 (stereo not drawn)
0.6	Cc1cc(C)c(OCC(=O)OCC(=O)NCC2CCCCC2)c(C)c1
-0.2	Cc1cc(C)nc(NC(=NCc2ccc3c(c2)OCO3)NC(=O)Nc2ccccc2)n1
0.3	CCC(C)C(NC(=O)C(C)NC(=O)CNC(=O)OC(C)(C)C)C(N)=O (stereo not drawn)
-1.0	O=C(CCN1C(=O)c2ccccc2C1=O)NCc1ccco1
-0.5	CC(=O)c1ccc2c3c(cccc13)C(=O)N(CCc1ccccc1)C2=O
-2.5	Cc1ccc(C(=O)COC(=O)c2ccc3c(c2)C(=O)N(c2cccc4ncccc24)C3=O)cc1
-0.2	COc1ccc(CNC(=O)c2onc(C)c2Cl)cc1
-0.3	Cc1cnc(CN(C)C(=O)C2CCC(=O)N(CCc3ccc(Cl)cc3)C2)[nH]1 (stereo not drawn)
3.8	Cc1cccc(NC(=S)NNC(=O)c2ccc(Br)o2)c1
-1.8	CCN(CC)c1ccc(C=Nc2cccnc2Cl)c(O)c1
-3.1	COC(=O)c1ccccc1NC(=O)CSc1nnc(CNS(=O)(=O)c2ccc(C)cc2)n1C
-2.9	CCSc1nnc(NC(=O)c2ccccc2C)s1
0.4	Cc1cccc(-n2ncc3c(N4CCCc5ccccc54)ncnc32)c1
-1.0	COC(=O)C1=C(C)N(CC(C)C)C(=O)/C1=C\c1cccs1
-2.9	c1ccc(C(c2ccccc2)N2CCN(c3ccc4ccccc4n3)CC2)cc1
0.3	COc1ccc(NC(=O)c2sc3nc(C)cc(C)c3c2N)c(OC)c1
-0.9	COC(=O)c1ccc(S(=O)(=O)NC(C)(C)C)n1C
-0.7	CSCCC(C(=O)NC(C)(C)C)n1c(-c2ccc(C)cc2)nc2ccccc21 (stereo not drawn)
4.1	Cc1cccc(OCc2nn[nH]n2)c1C
1.5	CCOCCCNc1nc2nc3ccc(C)cn3c(=O)c2cc1C(=O)NCC1CCCO1 (stereo not drawn)
3.6	Cc1ncc(N=Nc2ccc(F)cc2)c(-c2ccc(Cl)cc2)n1
0.9	COC(=O)Cn1c(Cc2ccccc2)nc2ccccc21
-1.4	COc1cccc(CN(C)Cc2nc(Cc3ccccc3Cl)no2)c1
2.5	COc1cccc(/C(O)=C/C(=O)C(=O)Nc2ccc(S(=O)(=O)NC(C)=O)cc2)c1
-1.7	COCCCNS(=O)(=O)c1cc2c3c(c1)C(C)C(=O)N3CCC2 (stereo not drawn)
1.1	CC(C)(C)c1ccc(C(=O)C2CCCN(C(=O)CN3CCCC3=O)C2)cc1 (stereo not drawn)
-2.8	Cc1nc2ccc(NC(=O)c3cc([N+](=O)[O-])cc([N+](=O)[O-])c3Cl)cc2s1
1.8	CC(=O)NNc1ncnc2c1cnn2-c1ccccc1
0.2	Oc1ccc(NC(=S)Nc2ccccc2)cc1
0.0	CCOC(=O)C1=CN(Cc2ccco2)S(=O)(=O)NC1c1ccc(C(F)(F)F)cc1 (stereo not drawn)
-0.5	O=C1NC2=C(C(=O)OC2)C(c2ccc(OC(F)(F)F)cc2)N1 (stereo not drawn)
0.6	O=C(NC1CC1)C1=C[C@@H](c2ccc(Br)cc2)C[C@@H](OCc2ccc(CO)cc2)O1

Remaining list, next part.
TTR transcr act	smiles
-1.3	CN(C)CC(=O)Nc1ccc(Oc2ccc(Cl)cc2)cc1
0.9	O=C(c1ccccc1-c1nc2ccccc2[nH]1)N1CCOCC1
-0.4	CCC(C)(C)NC(=O)C(c1sccc1C)N(Cc1ccco1)C(=O)c1csnn1 (stereo not drawn)
-2.2	Cn1cnnc1SCC(=O)Nc1ncc(C(F)(F)F)cc1Cl
-0.4	CCC[C@H]1[C@@H](NC(=O)Nc2ccc3c(c2)OCO3)CC[C@@]23CCCN2C(=O)CCC[C@@H]13
-2.3	O=C(/C=N/O)NCCN1CCCCC1
2.4	COc1ccc(S(=O)(=O)Nc2cccc(C)n2)c2ccccc12
0.2	COC(=O)N1CN(C(=O)OC)CN(C(=O)OC)C1
2.4	CC1(C)CC(=O)c2cc(OCC(=O)NCCN3CCCc4ccccc43)ccc2O1
4.3	CCCCCOC(=O)C1=C(C)NC(=O)NC1c1ccc([N+](=O)[O-])cc1 (stereo not drawn)
0.5	COc1ccc(OC)c(C2CC(c3ccccc3)=NN2C(=S)Nc2ccccc2)c1 (stereo not drawn)
-2.3	CC(=O)Oc1ccc(-c2csc(Nc3ccc(S(N)(=O)=O)cc3)n2)cc1
-2.7	O=C(COc1ccc(Cl)cc1)N1CCN(S(=O)(=O)c2ccc(Cl)cc2)CC1
-0.7	O=C(CSc1ncn[nH]1)N1CCN(c2nnc(-c3ccccc3)c3ccccc23)CC1
-2.0	O=C(Cc1c(F)cccc1Cl)NCCc1c[nH]c2ccccc12
-0.7	Oc1c(C(c2ccccc2Cl)N2CCCC2)ccc2cccnc12 (stereo not drawn)
1.1	CC(C)CN1CCC(=O)N(CCO)CC1
1.3	CSc1ccccc1NC(=O)Nc1cccc(F)c1
-2.7	CCC1Nc2ncnc(N3CCCCC3)c2N(Cc2ccccc2)C1=O (stereo not drawn)
1.0	COc1ccc(NC(=O)Nc2cccc(NC(C)=O)c2)c(OC)c1
4.6	Cn1c(N)c(C(=O)COC(=O)Cc2cccs2)c(=O)n(C)c1=O
0.1	CCCCN(C=O)c1c(CC)nc2ccc(C(=O)NCCc3ccccn3)cn12
2.2	CC1=C(C(=O)N(C(C)C)C(C)C)CC(CC(=O)NCCN2CCOCC2)C(=O)N1Cc1ccc(F)cc1 (stereo not drawn)
-0.9	COc1c(S(=O)(=O)NCCCN2CCOCC2)ccc(Cl)c1Cl
0.0	C=CCN1C(=O)[C@H](CC(=O)NCc2ccc(OC)c(OC)c2)[C@@]2(C(=O)OCC)CCCC=C12
2.9	CCc1ccc2c(c1)cc(CN(C(=S)Nc1cccc(C)c1)C1CC1)c1nnnn12
0.4	COc1ccc(NC(=O)CC2C(=O)N(Cc3cccs3)C(=S)N2C(C)C)cc1 (stereo not drawn)
-0.2	O=C(C1CC1)N1N=C2CCCCC2C1(O)C(F)(F)F (stereo not drawn)
1.1	COc1ccc(CN2CC(=O)N(c3ccc(C)c(C)c3)C2=S)cc1OC
-0.7	CC(OC(=O)COc1ccccc1)C(=O)NC1CCCC1 (stereo not drawn)
-0.1	O=C(COC(=O)c1sc2cc(F)ccc2c1Cl)Nc1ncc(Cl)cc1Cl
-0.8	COc1ccc(S(=O)(=O)NCCC(=O)OCC(=O)NC2CC2)cc1
1.6	CN1CCN(C(=O)Cn2c(=O)oc3cc(S(=O)(=O)NCc4ccccc4)ccc32)CC1
4.1	Cc1cc(N2C(=O)c3ccc(C(=O)Nc4ccccc4O)cc3C2=O)no1
-0.2	CCOc1ccc(NC(=O)COc2ccccc2)c([N+](=O)[O-])c1
-1.4	COc1ccc(C(=O)NC(=S)Nc2ccc(CN3CCOCC3)cc2)cc1
-2.6	O=C(O)c1cc(N/N=C/c2c(O)ccc3ccccc23)ccc1Cl
-1.0	N#CC1=C(SCC(N)=O)NC(=O)CC1c1ccccc1Cl (stereo not drawn)
-1.9	Cc1noc(C)c1COc1ccc(C(=O)OCC(=O)OC(C)(C)C)cc1
1.0	Cc1cc(C)c(OCCn2ccnc2)c(C)c1
0.4	O=C(COc1ccc(F)cc1)Nc1nc(-c2cccnc2)cs1
-0.3	COc1ccc(C(C(=O)NCc2ccccc2)n2c(=O)c(-c3ccccc3)nc3ccccc32)cc1 (stereo not drawn)
1.8	CN(C(=O)COC(=O)/C=C/c1ccc(C(F)(F)F)cc1)C1CCS(=O)(=O)C1 (stereo not drawn)
0.8	C/C=C/C(=O)OCC(=O)Nc1ccc(OC)c(OC)c1
5.1	CC(=O)c1ccc([C@H](O)[C@@H](C(=O)N(C)c2ccccc2)C2CC2)cc1
-0.5	O=[N+]([O-])c1cccnc1Sc1n[nH]c(-c2ccc(Cl)cc2)n1
-0.2	COc1ccc(Cl)cc1NS(=O)(=O)c1cccc(C(=O)NCC2(N(C)C)CCCCC2)c1
0.9	Cc1ccc(S(=O)(=O)Nc2ccc(NC(=O)c3cccnc3)cc2)cc1
2.4	Oc1ccc(/C=N/N2CCN(Cc3ccccc3)CC2)cc1
0.8	COc1cccc(C(=O)Nc2cc(=O)n(C)c(=O)n2C)c1OC

Arranged by heavy-atom count (lowest first): 15 of the compounds above
TTR transcr act	smiles
1.0	Cc1cc(C)c(OCCn2ccnc2)c(C)c1
-0.2	O=C(C1CC1)N1N=C2CCCCC2C1(O)C(F)(F)F (stereo not drawn)
0.8	C/C=C/C(=O)OCC(=O)Nc1ccc(OC)c(OC)c1
-0.7	CC(OC(=O)COc1ccccc1)C(=O)NC1CCCC1 (stereo not drawn)
-0.5	O=[N+]([O-])c1cccnc1Sc1n[nH]c(-c2ccc(Cl)cc2)n1
0.4	O=C(COc1ccc(F)cc1)Nc1nc(-c2cccnc2)cs1
-2.6	O=C(O)c1cc(N/N=C/c2c(O)ccc3ccccc23)ccc1Cl
5.1	CC(=O)c1ccc([C@H](O)[C@@H](C(=O)N(C)c2ccccc2)C2CC2)cc1
-0.1	O=C(COC(=O)c1sc2cc(F)ccc2c1Cl)Nc1ncc(Cl)cc1Cl
-1.4	COc1ccc(C(=O)NC(=S)Nc2ccc(CN3CCOCC3)cc2)cc1
0.4	COc1ccc(NC(=O)CC2C(=O)N(Cc3cccs3)C(=S)N2C(C)C)cc1 (stereo not drawn)
2.9	CCc1ccc2c(c1)cc(CN(C(=S)Nc1cccc(C)c1)C1CC1)c1nnnn12
1.6	CN1CCN(C(=O)Cn2c(=O)oc3cc(S(=O)(=O)NCc4ccccc4)ccc32)CC1
-0.2	COc1ccc(Cl)cc1NS(=O)(=O)c1cccc(C(=O)NCC2(N(C)C)CCCCC2)c1
-0.3	COc1ccc(C(C(=O)NCc2ccccc2)n2c(=O)c(-c3ccccc3)nc3ccccc32)cc1 (stereo not drawn)

Additional results
TTR transcr act	smiles
-1.3	N=C(N)Cc1ccccc1Sc1ccccc1
0.1	CC1(C)CC(=O)C(C=NCC(O)c2ccccc2)=C(O)C1 (stereo not drawn)
3.0	O=C(Cc1cccc(C(F)(F)F)c1)Nc1ccccc1
-2.0	COc1cc(-c2nnc(CSc3nnc(Nc4ccc(Oc5ccccc5)cc4)s3)o2)cc(OC)c1OC
4.4	NC(=O)CCC(NS(=O)(=O)c1ccc(Cl)cc1)C(=O)NCc1ccccc1Cl (stereo not drawn)
-0.1	O=C(CSc1nnc2ccccn12)NCc1ccc2c(c1)OCO2
0.1	COc1ccc(CCN2C(=S)N(c3ccc(Cl)cc3)C(=O)C2CC(N)=O)cc1OC (stereo not drawn)
1.6	Cc1cc(OC(=O)c2cccc(F)c2)c([N+](=O)[O-])c(=O)[nH]1
1.4	CCOc1ccc(N=C2NC(=O)CS2)cc1
1.1	COc1cc(OC)cc(OCC(O)Cn2ccnc2C)c1 (stereo not drawn)
0.7	C[C@@H]1CN([C@H](C)CO)C(=O)CCCn2nncc2CO[C@@H]1CN(C)S(=O)(=O)c1ccccc1F
3.9	CC(=O)Nc1ccc(NC(=O)C(C)OC(=O)CN2C(=O)C3CCCCC3C2=O)cc1 (stereo not drawn)
0.5	CN1CCN(C(=O)C2=C[C@H](C3CC3)C[C@H](OCc3ccc(CO)cc3)O2)CC1
-0.4	Cc1nc([N+](=O)[O-])cn1CC(=O)c1ccccc1
-1.2	COc1ccc(/C(O)=C2/C(=O)C(=O)N(CCN(C)C)C2c2cccnc2)cc1C (stereo not drawn)
-0.2	COc1c(Cl)ccc(Cl)c1C(=O)NC(=O)N1CCOCC1
-1.2	CC(C)c1cccc(-c2csc(C(O)c3ccco3)n2)c1 (stereo not drawn)
6.6	CCOC(=O)N1N=C(C)CC1(O)c1ccc(Cl)cc1 (stereo not drawn)
3.7	CCCNC(=O)C(Cc1ccccc1)NC(=O)c1ccccc1 (stereo not drawn)
-0.3	O=C(CN(c1ccccc1)S(=O)(=O)c1ccccc1[N+](=O)[O-])Nc1cccnc1
-1.5	Nc1ncnc2nn(C3OC(CO)C(O)C3O)nc12 (stereo not drawn)
2.1	Cc1ccc(CNC(=O)Cn2c(=O)c3sccc3n(Cc3ccc([N+](=O)[O-])cc3)c2=O)cc1
-2.9	Cc1ccc(-n2cc(CNCCCn3cccn3)c(-c3cccc(C)c3)n2)cc1

3 structures from above, arranged by length of the SMILES, rising.
TTR transcr act	smiles
-1.5	Nc1ncnc2nn(C3OC(CO)C(O)C3O)nc12 (stereo not drawn)
-0.1	O=C(CSc1nnc2ccccn12)NCc1ccc2c(c1)OCO2
0.7	C[C@@H]1CN([C@H](C)CO)C(=O)CCCn2nncc2CO[C@@H]1CN(C)S(=O)(=O)c1ccccc1F

Some of the compounds tested. The share of hits here may be higher or lower than overall.
